PME-1 inh – PME-1 (human) inhibition | hit rate 0.53% among 320,000 | inhibition, % at 5.9 µM | Q9Y570 | AID 2130 | recombinant PME-1, FP-Rh probe fluorescence polarization;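 active means inhibition above the campaign mean of all compounds plus 3 SD, cut at about 26% in these data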;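 further: competitive labeling of PME-1 active site by serine hydrolase directed probe; 0% = PME-1 with DMSO and 100% = wells lacking PME-1 enzyme; inhibitors block probe labeling so polarization falls and inhibition rises; many of its hits are not listed in these tables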
Target sequence (Q9Y570 whole entry, looked up): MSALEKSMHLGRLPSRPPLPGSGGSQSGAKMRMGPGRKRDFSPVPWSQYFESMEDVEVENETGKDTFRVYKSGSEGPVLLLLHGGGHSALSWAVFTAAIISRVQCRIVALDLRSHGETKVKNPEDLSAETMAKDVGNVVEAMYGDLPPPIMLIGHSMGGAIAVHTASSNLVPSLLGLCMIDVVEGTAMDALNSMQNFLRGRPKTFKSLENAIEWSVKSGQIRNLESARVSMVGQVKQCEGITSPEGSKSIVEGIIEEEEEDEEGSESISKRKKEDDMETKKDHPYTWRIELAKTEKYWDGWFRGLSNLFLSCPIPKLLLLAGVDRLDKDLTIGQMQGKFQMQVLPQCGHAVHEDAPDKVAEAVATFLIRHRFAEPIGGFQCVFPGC
Bcl-xL primary – Bcl-xL (human) inhibition | inhibition, % at 10.9 µM | Q07817 | GST-Bcl-xL / FITC-Bim BH3 peptide fluorescence polarization | hit rate 0.7% among 320,000;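 active means inhibition above the mean of all tested compounds plus 3 SD, cutoff set per campaign, cut at about 30% in these data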;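 further: 0% = DMSO wells and 100% = unlabeled Bim-BH3 peptide competitor; inhibitors lower millipolarization by displacing the labeled peptide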
PAD4 inh – blocks human protein arginine deiminase 4; recombinant PAD4, RCA probe fluorescence polarization; inhibition, % at 6.36 µM; hit rate 0.41% among 330,000; AID 485272;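 active means percent inhibition above a cutoff equal to the mean of all tested compounds plus 3 SD, cut at about 15% in these data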;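 further: 0% = PAD4 with RCA probe and DMSO and 100% = probe without PAD4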
GLD-1 TGE inh – GLD-1-TGE RNA interaction inhibition (C. elegans); Q17339; purified GLD-1 + fluorescein TGE RNA, fluorescence polarization; inhibition, % at 5.96 µM; hit rate 0.44% among 320,000; AID 2280;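 active means percent inhibition above a per-plate cutoff, the plate mean of test compounds plus 3 SD, cut at about 30% in these data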;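 further: 0% = DMSO wells with GLD-1 and probe and 100% = wells lacking GLD-1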
GSTO1 counter – counter-screen for RBBP9 inhibitors: inhibitors of human GSTO1; P78417; hit rate 1.1% among 300,000; recombinant GSTO1, activity-based probe fluorescence polarization; inhibition, % at 5.96 µM;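 active means inhibition above the campaign mean inhibition plus 3 SD, cut at about 35% in these data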;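 further: 0% = GSTO1-1 with DMSO and 100% = wells lacking GSTO1-1 enzyme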
Target sequence (P78417 whole entry, looked up): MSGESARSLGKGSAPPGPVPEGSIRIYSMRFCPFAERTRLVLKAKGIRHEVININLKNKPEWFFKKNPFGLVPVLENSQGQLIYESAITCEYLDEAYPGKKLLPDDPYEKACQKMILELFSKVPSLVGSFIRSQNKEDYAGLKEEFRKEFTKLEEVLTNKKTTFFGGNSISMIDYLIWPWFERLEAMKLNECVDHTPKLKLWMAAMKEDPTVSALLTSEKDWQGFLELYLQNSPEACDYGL
Fam108B inh – blocks mouse Fam108B hydrolase in RBBP9 counter-screen | recombinant Fam108B, FP-Rh probe fluorescence polarization | inhibition, % at 9.51 µM | hit rate 0.33% among 300,000;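 active means inhibition above the screen mean inhibition plus 3 SD, computed separately per campaign, cut at about 18% in these data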;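 further: inhibitors lower polarization as less probe binds the enzyme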
MEX-5 binding – C. elegans MEX-5 TCR-2 RNA binding activity. MEX-5/FITC-TCR2 RNA binding, fluorescence polarization; hits give low values. activity score (negative = inhibition of binding), % at 10 µM. hit rate 0.38% among 300,000;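 active means inhibition past about -25% in most replicates, and total fluorescence under double the plate's negative control median, limit read from the data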;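 further: 0% = DMSO and -100% = 5 µM competing unlabeled TCR2 RNA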
Target sequence (Q9XUB2 whole entry, looked up): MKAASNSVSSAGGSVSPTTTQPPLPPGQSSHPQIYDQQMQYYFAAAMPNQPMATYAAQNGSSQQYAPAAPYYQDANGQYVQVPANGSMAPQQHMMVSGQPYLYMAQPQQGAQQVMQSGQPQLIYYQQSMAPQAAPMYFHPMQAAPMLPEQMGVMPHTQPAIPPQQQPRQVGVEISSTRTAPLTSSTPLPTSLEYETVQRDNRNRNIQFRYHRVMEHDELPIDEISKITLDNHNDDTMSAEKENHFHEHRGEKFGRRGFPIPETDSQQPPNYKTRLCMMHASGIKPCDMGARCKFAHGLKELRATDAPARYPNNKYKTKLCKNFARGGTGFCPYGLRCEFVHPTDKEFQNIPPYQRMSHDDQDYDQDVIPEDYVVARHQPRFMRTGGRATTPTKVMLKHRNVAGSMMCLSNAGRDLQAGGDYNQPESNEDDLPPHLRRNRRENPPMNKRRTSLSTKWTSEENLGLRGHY
TPT1 inhibitor – C. albicans TPT1 enzyme inhibition | recombinant caTPT1, FP RNA substrate dephosphorylation | inhibition, % at 5 µM | hit rate 0.81% among 300,000 | AID 1962;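 active means inhibition above the mean of all tested compounds plus 3 SD, set per screening campaign, cut at about 24% in these data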;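 further: plate controls were DMSO alone for no effect and ferristatin control at 100 nM for full effect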
MCL1-BIM inh – inhibitors of human MCL1 binding to BIM-BH3 peptide; inhibition, % at 10.9 µM; GST-MCL1 / FITC-Bim-BH3 fluorescence polarization; Q07820; hit rate 0.68% among 320,000;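 active means inhibition above the mean inhibition of all tested compounds plus 3 SD, set per campaign, cut at about 40% in these data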;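 further: 0% = DMSO wells and 100% = unlabeled Bim-BH3 peptide control; higher means more loss of mP so more displacement of Bim peptide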
The depositor's hits bear a star; . = not tested or not shown.

Order of results: PME-1 inh	Bcl-xL primary	PAD4 inh	GLD-1 TGE inh	GSTO1 counter	Fam108B inh	MEX-5 binding	TPT1 inhibitor	MCL1-BIM inh
- Cc1cccc(Oc2nc(-c3cccc([N+](=O)[O-])c3)nc3ccccc23)c1C
→ -12	6	0	-2	-1	4	-5.2	-7	7
- NC(=O)CC(NC(=O)Cc1cccc2ccccc12)c1ccc(N2CCCCCCC2)c([N+](=O)[O-])c1 (stereo not drawn)
→ 7	1	2	5	-3	5	-2.9	0	2
- CCOC(=O)c1cc(-c2ccccc2)sc1N
→ 1	7	2	3	11	3	1.1	-1	9
- CCCN1C/C(=C/c2ccc3c(c2)OCO3)C(=O)/C(=C/c2ccc3c(c2)OCO3)C1
→ 4	0	3	-3	7	5	-3.2	6	-1
- CC(=O)Nc1ccc(NC(=O)Nc2cccc(C)c2C)cc1
→ 1	5	1	2	34	2	1.0	2	13
- Cc1ccc(C(=O)c2oc3ccc(Cl)cc3c2NC(=O)CN2CCN(C)CC2)cc1
→ -1	3	0	1	-7	0	-1.5	0	-5
- Cc1ccc(/C=N/NC(=O)CNC(=O)COc2ccc(Cl)cc2)o1
→ 0	-1	-6	6	6	-4	1.0	5	-3
- Cc1c(Cl)c([N+](=O)[O-])nn1CC(=O)NC1CCCCC1
→ -7	4	0	-4	10	7	-1.0	-2	8
- COc1cc(/C=N/c2oc(C)c(C)c2C#N)cc(Br)c1O
→ -19	12	-3	13	-5	-3	8.0	3	-1
- O=C(NC1CCCCC1)C(c1ccc(F)cc1)N(C(=O)c1csnn1)C1CC1 (stereo not drawn)
→ -1	2	-3	8	0	0	-2.9	0	-3
- Cc1ccc(-n2nnnc2SCc2nnc(-c3ccccc3Br)o2)cc1
→ 9	-5	-4	-5	0	-5	-1.1	5	-15
- O=C(Cc1csc(-c2ccccc2)n1)NCc1ccc(F)cc1
→ -2	-5	-3	-6	3	-2	-0.2	3	-17
- O=C(CCN1C(=O)c2ccccc2C1=O)Nc1nc2ccccc2s1
→ 0	2	-3	-3	0	-4	-0.8	-2	-4
- Cc1nnc(SCc2ccc(C(=O)O)cc2)s1
→ -8	4	-4	-1	7	0	2.0	-2	5
- Cn1ccnc1Sc1nc2c(c(=O)n(C)c(=O)n2C)n1C
→ 0	2	-4	5	4	0	-1.4	0	3
- CCC(=O)N1CCc2cc(S(=O)(=O)NC(C(=O)NC(C)c3ccccc3)C(C)C)ccc21 (stereo not drawn)
→ 1	6	-2	2	-1	-4	-0.6	-1	1
- CCn1c(SCC(=O)Nc2ccc(C(=O)OC)cc2)nc2cccnc21
→ 0	-2	9	2	0	-2	3.0	-6	2
- CCOC(=O)N1CCN(C(=O)c2ccc(Cl)c(NC(=O)c3cccs3)c2)CC1
→ 4	-2	-2	8	.	.	.	.	-4
- CN(Cc1ccco1)C(=O)C1CCCN(c2ncnc3c2nc2n3CCCCC2)C1 (stereo not drawn)
→ 2	-2	5	6	5	1	-1.3	0	3
- CCOc1ccc(-c2nnn(CC(=O)Nc3cc(OC)cc(OC)c3)n2)cc1OCC
→ 0	5	3	5	9	3	0.8	1	9
- CCCC(C(=O)NCc1ccco1)N(C(=O)CNS(=O)(=O)c1ccccc1)c1ccc(OC)cc1 (stereo not drawn)
→ 4	2	-4	-8	6	-3	0.6	2	-1
- Cc1nc2ccccc2c(=O)n1NC(=O)Cc1ccc(Br)cc1
→ 6	8	-6	4	0	-1	1.7	-1	0
- COc1ccc2c(c1OC)C(=O)N(c1nc(SC)n[nH]1)C2=O
→ 0	7	4	3	-1	-3	-1.2	-4	10
- Cc1ccc(N(CC(=O)NCC2CCCO2)C(=O)CCC(=O)Nc2nccs2)cc1C (stereo not drawn)
→ 1	-1	-3	-5	-10	3	1.7	0	3
- CC(C)[C@H](NC(=O)c1ccccc1)C(=O)OCC(=O)c1ccccc1F
→ 0	2	-2	-4	4	2	-1.4	-3	2
- O=C(O/N=C1\C(=O)N(c2ccccc2)c2ccccc21)C1CC1
→ -7	-9	1	-4	1	1	0.8	-1	4
- COc1cc(C(C)=O)ccc1OCC(=O)c1cc(C)n(C2CC2)c1C
→ -3	4	3	2	-9	7	2.9	-5	0
- CNC(=O)c1ccccc1-c1ccccc1
→ -1	-2	3	3	2	-1	1.5	-2	-5
- COc1ccc(/C(O)=C2/C(=O)C(=O)N(CCN3CCOCC3)C2c2cccnc2)cc1OC (stereo not drawn)
→ 5	-1	-1	-1	-2	0	0.6	-1	-12
- c1ccc(-n2c(-c3ccncc3)nnc2-c2ccco2)cc1
→ -1	6	4	-4	3	-2	0.1	-1	5
- c1ccc(Oc2cccc(OCCCCSc3ncccn3)c2)cc1
→ 3	2	-5	8	9	2	-0.6	-2	-2
- COC(=O)c1ccc(-c2cc3onc(-c4ccccc4)c3c(=O)n2C)cc1
→ -1	0	1	12	0	-1	.	-1	4
- Cc1ccccc1N(CC(=O)NCC1CCCO1)C(=O)CNS(=O)(=O)c1ccc(F)cc1 (stereo not drawn)
→ 0	6	1	9	2	0	-0.4	-1	5
- COC(=O)c1ccccc1S(=O)(=O)Oc1ccc(-c2ccc(C(=O)O)cc2)cc1
→ 0	9	-1	-3	1	-1	-0.6	-1	0
- Cc1ccc(OCC(O)Cn2c(N3CCCCC3)nc3c2c(=O)[nH]c(=O)n3C)cc1C (stereo not drawn)
→ -4	3	-5	-1	2	0	0.5	2	7
- CCOC(=O)c1cnn(-c2nc(-c3cccc(F)c3)cs2)c1C(F)(F)F
→ 6	4	3	9	-3	-6	-1.9	-1	3
- O=C(CCNC(=O)c1ccccc1Cl)OCC(=O)c1ccccc1
→ 2	2	1	-5	5	-1	1.3	0	8
- COc1cc(NC(=O)c2cccs2)c(OC)cc1NC(=O)c1cccs1
→ 4	5	-8	2	11	4	-0.6	3	13
- CCn1c(=O)c(-c2ccccc2)c(O)c2ccccc21
→ -2	5	1	9	-2	1	2.9	0	8
- CCOc1ccc(N2C(=O)CC(SCCN)C2=O)cc1 (stereo not drawn)
→ -7	-1	-4	1	-5	-1	1.2	2	6
- COc1ccc(CCC(=O)Nc2cc(S(=O)(=O)N3CCOCC3)ccc2OC(C)C)cc1
→ 0	4	3	-1	.	.	.	.	4
- O=C(NC1CCCCC1)N1CCN(Cc2nc3ccccc3c(=O)[nH]2)CC1
→ -2	6	-2	-1	-8	-1	1.6	1	-1
- CCCc1nc2sc3c(c2c(=O)n1NC(=O)CCCl)CCCC3
→ 0	2	-4	-3	11	-1	1.3	-2	-1
- COc1ccc2c(c1)cc(C(=O)N[C@@H](CCSC)C(=O)N1CCC(C(=O)O)CC1)n2C
→ 1	2	-5	0	-4	1	1.2	0	7
- N#C/C(=C\c1c(N2CCCCCC2)nc2ccccn2c1=O)C(=O)NCc1ccco1
→ -2	5	-3	-6	2	-1	-1.0	1	-3
- O=C(NC1CCCC1)C(c1ccccc1)N(Cc1ccco1)C(=O)Cc1cccs1 (stereo not drawn)
→ 8	3	-3	6	4	2	-1.1	2	-7
- COc1cc2c(cc1OC)CN(C(=O)c1ccc(N3CCCC3)c([N+](=O)[O-])c1)CC2
→ 2	4	1	-1	-10	1	-2.9	-3	-6
- COc1cc(NS(=O)(=O)c2ccc(N/C=C(\C=O)c3nc4cc(Cl)ccc4o3)cc2)nc(OC)n1
→ -9	-4	-6	-23	-13	0	-2.9	15	-15
- CCC(C(=O)OCC(=O)Nc1ccc(C)c(S(=O)(=O)N2CCOCC2)c1)c1ccccc1 (stereo not drawn)
→ -1	-10	-5	1	-2	4	-0.4	7	-28
- CC1(C)CC(=O)C=C(c2ccc3ccccc3c2)C1
→ 7	4	-4	7	.	.	.	.	3
- Cc1ccc(S(=O)(=O)Nc2cc3c(C(=O)O)c(C)oc3c3ccccc23)c(C)c1
→ 2	22	-8	23	-18	6	-14	-3	25
- COCc1nc2ccccc2n1CCCOc1ccccc1
→ 3	-5	0	-3	-6	6	0.9	-1	-2
- CN(C)S(=O)(=O)N1CCC(Oc2ccc(C(=O)NC3CCOC(C)(C)C3)cc2)CC1 (stereo not drawn)
→ -2	3	3	10	0	0	.	-8	3
- COc1ccc(C(=O)Nc2cc(C)c(NC(=O)c3ccccc3OC)cn2)cc1
→ -2	6	3	0	3	-2	0.7	-2	5
- COCCNC(=S)N/N=C(\C)c1ccc(Cl)c(Cl)c1Cl
→ -1	0	-4	16	0	3	2.0	-6	7
- C=CCn1c(SCC(=O)Nc2ccc(N(C)C)cc2)nnc1-c1cccc(C)c1
→ -1	3	3	7	7	-1	-0.6	-3	16
- COCC(=O)Nc1nnc(COc2ccc(Cl)cc2)s1
→ 1	6	9	4	3	2	3.8	-4	2
- C1=CCC(/C=N/n2cnnc2)CC1 (stereo not drawn)
→ 0	2	-3	0	3	-4	-0.1	-2	2
- Cc1ccc(NC(=O)Nc2nnc(Cc3ccc([N+](=O)[O-])cc3)s2)cc1C
→ -5	1	-3	-2	-4	1	-1.2	0	5
- CCN1CCCc2cc(CN(CCN3CCOCC3)C(=S)Nc3ccc(C)cc3)ccc21
→ -2	5	0	3	0	4	-4.1	-1	-1

Continuation:
Order of results: PME-1 inh	Bcl-xL primary	PAD4 inh	GLD-1 TGE inh	GSTO1 counter	Fam108B inh	MEX-5 binding	TPT1 inhibitor	MCL1-BIM inh
- CC(=O)c1c(C)[nH]c(C(=O)NCc2ccc(F)cc2)c1C
→ -2	4	-3	3	1	0	0.6	-2	0
- O=C(O)c1ccc2c(=O)n3c(nc2c1)/C(=C/c1ccccc1OC(F)F)CC3
→ -5	-4	2	-2	-3	0	-0.9	-5	-10
- CCCN=Cc1ccc(O)cc1
→ 1	5	-7	1	1	-1	-0.9	-5	5
- CCCCOc1ccc(CC2CCC(=O)NC2=O)cc1 (stereo not drawn)
→ -6	0	-4	0	4	1	1.6	2	-2
- Cc1ccc(S(=O)(=O)N2CCN(C(=O)COC(=O)CSc3cc(C)ccc3C)CC2)c(C)c1
→ 7	0	4	-5	.	.	.	.	0
- NC(=O)[C@H](Cc1cc2ccccc2s1)NC(=O)[C@@H]1CC2(CC(c3cccc(NC(=O)[C@@H]4CCC(=O)N4)c3)=NO2)CN1C(=O)/C=C/c1c(F)cccc1Cl (stereo partly drawn)
→ -63	0	-3	-1	-22	-39	4.2	1	6
- O=C1NC(NS(=O)(=O)c2ccccc2)(C(F)(F)F)C(=O)N1Cc1cccnc1 (stereo not drawn)
→ 5	3	3	7	1	5	-0.2	0	4
- Cc1cccc(C)c1NC(=S)N1CC(C)OC(C)C1 (stereo not drawn)
→ 4	5	-1	2	-6	5	2.9	-1	9
- N#Cc1ccc(CN(c2ccncc2)S(=O)(=O)c2ccccc2)cc1
→ 5	2	0	-2	5	3	-2.4	-1	-4
- Cc1ccc(CCN2CC(C(=O)NC(C)C)CC2=O)cc1 (stereo not drawn)
→ -6	4	-4	-3	1	0	-4.1	-1	1
- CCOc1ccc(NC(=O)Nc2cc(C(C)C)c(O)cc2C)cc1
→ 5	1	2	5	1	9	-3.4	-3	-3
- CCOCCCNS(=O)(=O)c1ccc(NC(=O)N2c3ccccc3Sc3ccccc32)cc1
→ -4	4	-1	9	-3	-7	2.5	0	3
- CCN(CC)S(=O)(=O)c1cccc(NC(=O)C(=O)c2c(-c3ccccc3)cc3ccccn23)c1
→ -5	3	0	5	-13	-9	1.3	-1	5
- COc1ccc2nc(NC(=O)CN(C)S(=O)(=O)c3cccs3)sc2c1
→ 0	3	2	6	-5	0	-2.4	6	-5
- O=C(NCCc1ccccc1)C(=O)NCC1OCCN1S(=O)(=O)c1ccc(F)cc1 (stereo not drawn)
→ 0	1	0	12	-2	-1	-0.3	3	-1

These rows are one share of the data; rates above refer to the full screens.
